CHT block: inhibitors of human choline transporter CHT; B-score at 10 µM; Q9GZV3; CHT-expressing cells, membrane potential dye, choline response; hits give low values; 310,000 compounds, 0.86% hits; AID 488975;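 active means B-score over 3 SD under the library average, and starting fluorescence ratio not unusually high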;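 further: choline stimulus applied at its EC90 after an EC20 pre-addition; B-score computed on integrated fluorescence ratio after choline addition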
Target sequence (Q9GZV3 whole entry, looked up): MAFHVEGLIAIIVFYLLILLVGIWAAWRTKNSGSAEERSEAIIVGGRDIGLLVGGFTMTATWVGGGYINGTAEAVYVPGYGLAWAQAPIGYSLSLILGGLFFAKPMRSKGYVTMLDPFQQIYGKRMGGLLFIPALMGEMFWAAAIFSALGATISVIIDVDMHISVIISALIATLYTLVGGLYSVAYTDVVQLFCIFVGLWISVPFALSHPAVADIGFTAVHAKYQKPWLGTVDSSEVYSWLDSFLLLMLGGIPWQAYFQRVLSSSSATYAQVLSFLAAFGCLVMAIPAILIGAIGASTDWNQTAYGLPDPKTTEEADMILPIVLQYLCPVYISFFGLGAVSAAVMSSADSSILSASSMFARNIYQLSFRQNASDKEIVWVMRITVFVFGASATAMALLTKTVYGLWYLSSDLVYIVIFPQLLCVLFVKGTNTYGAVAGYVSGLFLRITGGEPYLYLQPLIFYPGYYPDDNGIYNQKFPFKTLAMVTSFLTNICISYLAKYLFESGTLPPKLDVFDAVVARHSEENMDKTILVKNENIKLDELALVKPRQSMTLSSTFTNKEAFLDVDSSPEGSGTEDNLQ
CHT allo act: allosterically activates the human high affinity choline transporter | Q9GZV3 | CHT-expressing cells, membrane potential dye, choline EC20; hits give high values; LV-AA mutant CHT in HEK293 cells | B-score at 10 µM | 310,000 compounds, 0.49% hits | AID 488977;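 active means initial fluorescence not abnormally high and integrated response B-score, plate-corrected, over 3 SD above library mean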
An asterisk follows results filed as active; i = inactive.

Values run as follows: CHT block | CHT allo act
> O=C(NCCc1nc2ccccc2[nH]1)c1ccc(Cl)c([N+](=O)[O-])c1
 : i | i
> O=C(CCCCCCCCC(=O)N/N=C/c1ccco1)N/N=C/c1ccco1
 : i | i
> Nc1ccc(-n2cnc3cc([N+](=O)[O-])ccc32)cc1
 : i | i
> COC1=C(Nc2ccccc2OC)C(=O)c2ccccc2C1=O
 : i | 8.7*
> N#CC1(NC(=O)COC(=O)c2nc(Cl)ccc2Cl)CCCCC1
 : i | i
> O=c1[nH]ncn1-c1cccc(C(F)(F)F)c1
 : i | i
> NCCCNC(=O)c1cc2ccccc2[nH]1
 : i | i
> Cc1nc(N)c(Cc2ccc(Cl)cc2Cl)c(N)n1
 : i | i
> CCOc1ccc(S(=O)(=O)N/N=C(\C)c2ccc(OC)cc2OC)cc1
 : i | i
> O=[N+]([O-])c1ccc(S(=O)(=O)Nc2ccc(-c3ccc(N4CCCC4)nn3)cc2)cc1
 : i | i
> COc1cccc(NC(=O)N2CCCC2C(=O)NCc2ccccc2F)c1 (stereo not given)
 : i | i
> Cc1ccc(S(=O)(=O)N2CCOCC2)cc1NC(=O)C(c1ccc(Cl)cc1)C(C)C (stereo not given)
 : i | i
> CCOc1ccc(Oc2ccc(Cl)cc2NC(=O)C2=COCCO2)cc1
 : i | i
> CCCCNCCCOc1cccc(Cl)c1Cl
 : i | i
> CCOC(=O)c1[nH]c2ccc(Br)cc2c1NC(=O)CCN1CCC(C)CC1
 : i | i
> CC(=O)c1cc(C#N)c(SCC(=O)C(C)(C)C)nc1C
 : i | i
> COC(=O)c1ccc(C(c2c(C)[nH][nH]c2=O)c2c(C)[nH][nH]c2=O)cc1
 : i | i
> O=C(CSc1nnc(CNc2cccc(Cl)c2)o1)OC1CCCCC1
 : i | i
> COC(=O)C1=C(C)N(Cc2ccccc2)C(=S)N[C@H]1c1ccccc1
 : i | i
> CCC(NC(=O)OCc1ccccc1)C(=O)Oc1ccc2ccc(=O)oc2c1 (stereo not given)
 : i | i
> O=S(=O)([O-])C/C(=C\c1ccc(Cl)cc1)c1cc[n+](CCO)cc1
 : i | i
> CC(C)(C)OC(=O)NCCc1nnc(SCc2ccccc2)o1
 : i | i
> CC1=C(C(=O)OCC(C)C)C(c2ccc(F)cc2)NC(=O)N1 (stereo not given)
 : i | i
> CC1=C(C(=O)Nc2ccc([N+](=O)[O-])cc2)C(c2cccc(C(F)(F)F)c2)NC(=S)N1c1ccccc1 (stereo not given)
 : i | i
> CSc1ccc(CCNC(=O)C2CCCN(c3nn4c(=O)cc(C)nc4s3)C2)cc1 (stereo not given)
 : i | i
> O=C(C(=O)N1CCc2ccccc2C1)N1CCc2ccccc2C1
 : i | i
> O=c1cc(-c2ccccc2O)nc(-c2ccccc2)[nH]1
 : i | i
> CC(=O)Nc1cccc(NC(=O)CS(=O)(=O)c2cn(CC(=O)N3CCOCC3)c3ccccc23)c1
 : i | i
> Cc1ccc(/C=C(/NC(=O)c2ccccc2)C(=O)NC(Cc2c[nH]c3ccccc23)C(=O)O)cc1 (stereo not given)
 : i | i
> Fc1cccc(Cl)c1/C=N/Nc1ccccn1
 : i | i
> Cc1cc(=O)oc(C)c1C(=O)N1CCc2c([nH]c3ccccc23)C1C(C)C (stereo not given)
 : i | i
> COc1cc(CNCc2cccnc2)ccc1OCC(=O)NC(C)(C)C
 : i | i
> COC(=O)CN1C(=O)Nc2ccc(Br)cc2C1c1ccccc1Cl (stereo not given)
 : i | i
> CCc1ccc(CNC(=O)C2CCCN(c3nc4ccccc4o3)C2)cc1 (stereo not given)
 : i | i
> CC(CC(=O)N1CCc2ccccc21)n1cccn1 (stereo not given)
 : i | i
> Cc1ccc(NC(=S)NCCN(C2CCCCC2)C2CCCC2)cc1
 : i | i
> Cc1cccc(NS(=O)(=O)c2cccc(C(=O)N3CCCCCC3)c2)c1
 : i | i
> CCC(C)NC(=O)C1CCCN1S(=O)(=O)c1ccc(Cl)cc1 (stereo not given)
 : i | i
> COc1cc(C(=O)NCCCc2ccccc2)cc(OC)c1OC
 : i | i
> COC(=O)c1ccc(/C=C/C(=O)c2cccc(OC)c2)cc1
 : i | i
> CC(C)(C)OC(=O)NCC(=O)NCC(=O)OCc1ccccc1
 : i | i
> O=C(Cc1ccccc1)NCCSC1CCCCC1
 : i | i
> Cc1ccnc(NC(=O)CNC(=O)c2sc3ccccc3c2Cl)c1
 : i | i
> N#CCc1ccc(NC(=O)Nc2cccc3ccccc23)cc1
 : i | i
> CC(C)(C)C(=O)N(Cc1nc2ccccc2c(=O)[nH]1)Cc1cccs1
 : i | i
> CC(C)C(=O)Nc1ccc2c(c1)Cc1cc(NC(=O)C(C)C)ccc1-2
 : i | i
> Cc1ccccc1Oc1nc2c(c(=O)n(C)c(=O)n2C)n1C
 : i | i
> CCOc1ccc(C(=O)NCC2OCCc3ccccc32)cc1 (stereo not given)
 : i | i
> Cc1cccc(N2C(=O)CC(N(O)c3ccccc3)C2=O)c1 (stereo not given)
 : i | i
> C/C=C/CSc1nc2c(c(=O)[nH]c(=O)n2C)n1CCC
 : i | i

Molecules from the list above containing a cyano group, in the order listed:
Values run as follows: CHT block | CHT allo act
> N#CC1(NC(=O)COC(=O)c2nc(Cl)ccc2Cl)CCCCC1
 : i | i
> CC(=O)c1cc(C#N)c(SCC(=O)C(C)(C)C)nc1C
 : i | i
> N#CCc1ccc(NC(=O)Nc2cccc3ccccc23)cc1
 : i | i

Back to the main list; the 6 compounds before the break are reprinted first.
Values run as follows: CHT block | CHT allo act
> CC(C)(C)C(=O)N(Cc1nc2ccccc2c(=O)[nH]1)Cc1cccs1
 : i | i
> CC(C)C(=O)Nc1ccc2c(c1)Cc1cc(NC(=O)C(C)C)ccc1-2
 : i | i
> Cc1ccccc1Oc1nc2c(c(=O)n(C)c(=O)n2C)n1C
 : i | i
> CCOc1ccc(C(=O)NCC2OCCc3ccccc32)cc1 (stereo not given)
 : i | i
> Cc1cccc(N2C(=O)CC(N(O)c3ccccc3)C2=O)c1 (stereo not given)
 : i | i
> C/C=C/CSc1nc2c(c(=O)[nH]c(=O)n2C)n1CCC
 : i | i
> O=C(Nc1nnc(-c2ccc(F)cc2)o1)C1CCCN1S(=O)(=O)c1cccs1 (stereo not given)
 : i | i
> O=C(O)c1ccc(-c2ccco2)n1Cc1ccccc1
 : i | i
> Cc1cccc(N2CCN(C(=O)C3COc4ccccc4O3)CC2)c1C (stereo not given)
 : i | i
> Cc1ccc(S(=O)(=O)c2nc(NCCCn3ccnc3)sc2Cl)cc1
 : i | i
> Cc1ccc(S(=O)(=O)C2(C(=O)N3CCCCCC3)CC2)cc1
 : i | i
> Oc1ccc2ccccc2c1C=NCc1ccccc1
 : i | i
> NC(=O)CS(=O)(=O)c1ccc(Cl)cc1
 : i | i
> Cn1cccc1CC(=O)NNC(=S)Nc1ccccc1Cl
 : i | i
> C=C(CC)C(=O)c1ccc(OCC(=O)O)c(Cl)c1Cl
 : i | i
> CCOC(=O)CSc1nnc(CSc2nc3ccccc3s2)n1C
 : i | i
> Cc1ccc(-c2cc(C(F)(F)F)n3nc(C(=O)N4CCN5CCCC5C4)cc3n2)cc1 (stereo not given)
 : i | i
> CCOC(=O)N1CCN(Cc2c(F)cccc2F)CC1
 : i | i
> COC(=O)c1ccccc1NS(=O)(=O)c1ccc(O)c(C(=O)O)c1
 : i | i
> CCCCOc1ccc(N=Cc2ccc[nH]2)cc1
 : i | i
> O=C(O)C(=O)/C(=C\c1ccccc1)c1ccc2ccccc2n1
 : i | i
> N#C/C(=C\c1ccc(C#N)cc1)C(=O)N1CCCC1
 : i | i
> COc1ccc(S(=O)(=O)NCc2cc(=O)n(C)c(=O)n2C)cc1C
 : i | i
> O=C(Nc1cccc(C(=O)O)c1)/C(=C\c1ccco1)NC(=O)c1ccccc1
 : i | i
> Cc1ccc(-n2nnc3c(=O)n(Cc4ccccc4C)cnc32)cc1
 : i | i
> Cc1cc(Br)ccc1NC(=O)c1ccc(-n2cncn2)c([N+](=O)[O-])c1
 : i | i
> CN(C)C(CNC(=O)CCCc1c[nH]c2ccccc12)c1ccco1 (stereo not given)
 : i | i
> COc1ccc(CNCc2ccccc2[N+](=O)[O-])cc1OC
 : i | i
> Cn1c2ccccc2c2ncn(Cc3ccco3)c(=O)c21
 : i | i
> COc1ccccc1/C=N/Nc1nccnc1Cl
 : i | i
> O=[N+]([O-])c1cccc(S(=O)(=O)N2CCC(c3nc(-c4ccncc4)no3)CC2)c1
 : i | i
> O=C(c1ccc2c(=O)n(C3CCCC3)c(=S)[nH]c2c1)N1CCc2ccccc21
 : i | i
> CCN(C(=O)c1cccc(Br)c1)c1ccccc1
 : i | i
> CCc1ccc(C(=O)COC(=O)c2cc([N+](=O)[O-])ccc2NCCO)cc1
 : i | i
> CCOc1ccc(NS(=O)(=O)c2cc(NC(=O)CCS(=O)(=O)c3ccc(C)cc3)ccc2OC)cc1
 : -5.1* | i
> CC1(C)Cc2ccccc2-c2nnc(C(F)(F)F)n21
 : i | i
> COc1ccccc1NC(=O)C1CCN(S(=O)(=O)c2cccc3nonc23)CC1
 : i | i
> O=C(NC1CCCCC1)C(c1cccnc1)N(C(=O)c1ccc(Cl)nc1)C1CCCCC1 (stereo not given)
 : i | i
> CC(=O)Nc1ccc(Nc2nnc(-c3ccc(C)c(S(N)(=O)=O)c3)c3ccccc23)cc1
 : i | i
> COC(=O)c1cc(NC2c3ccccc3C(=O)N2CCN2CCOCC2)cc(C(=O)OC)c1 (stereo not given)
 : i | i
> COc1ccc(C)cc1NC(=O)CSc1nc2ccccc2nc1N1CCCC1
 : i | i
> COc1ccc(CN2CCN(C(=O)C3CCN(S(=O)(=O)c4cccs4)CC3)CC2)c(OC)c1OC
 : i | i
> COc1ccccc1C(=O)Nc1ccccc1C(=O)N1CCCC1
 : i | i
> Fc1ccc(/C=N/Nc2nc(-c3cccnc3)nc3ccccc23)cc1
 : i | i
> CC1CC(C)CN(S(=O)(=O)c2ccc3c(c2)oc(=O)n3CC(=O)N(C)Cc2ccccc2)C1 (stereo not given)
 : i | i
> COc1ccc2nc3ccccc3nc2c1NC(=O)c1ccc(Br)cc1
 : i | i
> CC(C)C(C)NC(=O)CSc1nnc(-c2c[nH]c3ccccc23)o1 (stereo not given)
 : i | i
> C=CCn1c(COc2ccc(Cl)cc2)nnc1SCC(=O)N/N=C/c1cccc(O)c1
 : i | i
> COc1ccc(C(=O)Cn2cnc3ccc(Cl)cc3c2=O)cc1F
 : i | i
> C#CCOCCOCCOCCNc1nc(N2CCN(C(=O)Cn3cc(CCCCN)nn3)CC2)nc(N2CCN(C(=O)Cn3cc(CCCCN)nn3)CC2)n1
 : i | i
> COCCCNS(=O)(=O)c1cccc(S(=O)(=O)c2cccc(S(=O)(=O)NCCCOC)c2)c1
 : i | i
> Clc1ccc(-c2c[nH]c3ccccc23)nn1
 : i | i
> CCOC(=O)COc1ccc2nsnc2c1Cl
 : i | i
> CCOC(=O)c1ccc(NC(=O)CCc2nc(-c3ccc(C)cc3)no2)cc1
 : i | i
> O=C(OCCN1C(=O)c2ccccc2C1=O)c1ccc(S(=O)(=O)N2CCCCCC2)cc1
 : i | i
> CCC(=O)Nc1ccc(N/C(N)=N/c2nc(C)cc(C)n2)cc1
 : i | i

Continuation:
Values run as follows: CHT block | CHT allo act
> CCOc1ccc(-n2c(C)c(C(=O)OC)c3cc(O)ccc32)cc1
 : i | i
> Cc1ccc(NC(=O)CN2C(=O)S/C(=C\c3ccc(OCC(=O)O)c(Br)c3)C2=O)cc1
 : i | i
> CCOc1ccc(CN2CCNC(=O)C2CC(=O)OC)cc1 (stereo not given)
 : i | i
> Cc1ccccc1NC(=O)NCc1ccccn1
 : i | i
> Cn1cnnc1SCC(=O)c1ccc2c(c1)OCCO2
 : i | i
> Cc1ccc(-c2nn(-c3ccccc3)cc2/C=C/C(=O)Nc2cccc(S(N)(=O)=O)c2)cc1
 : i | i
> COc1ccc(OC)c(NC(=O)C2CCCN(S(=O)(=O)c3cccc4nonc34)C2)c1 (stereo not given)
 : i | i
> O=S(=O)(c1cccs1)N1CCN(c2ccccc2F)CC1
 : i | i
> O=C1C=C(Nc2ccc(Cl)cc2)CC(c2ccco2)C1 (stereo not given)
 : i | i
> O=C(c1ccco1)N1N=C(c2ccc(Cl)cc2)CC1c1ccco1 (stereo not given)
 : i | i
> CCn1ccnc1CNC(=O)C1CCC(=O)N(Cc2ccccc2F)C1 (stereo not given)
 : i | i
> c1coc(-c2ccnc3nc(-n4cccc4)nn23)c1
 : i | i
> O=C(CN1CCN(Cc2ccc3c(c2)OCO3)CC1)Nc1cc(S(=O)(=O)N2CCCC2)ccc1Cl
 : i | i
> COc1ccc(CC2CCOC2=O)cc1 (stereo not given)
 : i | i
> CNC(=O)c1c(O)c2cccc3c2n(c1=O)CC3
 : i | i
> CCOC(=O)c1cnc2nc(C)nn2c1N
 : i | i
> COc1ccc(NC(=O)N2CCC(c3nc4ccccc4[nH]3)CC2)cc1
 : i | i
> CCCC[C@H]1COCCS(=O)(=O)N1Cc1cccc(Cl)c1
 : i | i
> CCOc1cc(N2CCOCC2)c(OCC)cc1NC(=S)NCCCOC
 : i | i
> COc1ccc(-c2cc(C(=O)N3CCN(c4ccccn4)CC3)c3ccccc3n2)cc1
 : i | i
> Cc1ccc(/C=C(\C#N)C(=O)NCCN2CCOCC2)cc1
 : i | i
> Cc1cc(/C=C2/NC(=S)NC2=O)c(C)n1-c1cccnc1
 : i | i
> O=C(CCNC(=O)c1ccccc1)N/N=C/c1ccc([N+](=O)[O-])cc1
 : i | i
> Cc1cccc(C)c1NC(=S)N1CCC(c2ccccc2)C1 (stereo not given)
 : i | i
> COc1cc(NC(=O)c2cc(-c3ccccc3)on2)cc(OC)c1OC
 : i | i
> CSc1nc2ccccc2c(=O)n1Cc1ccc(F)cc1
 : i | i
> Cc1cccc(C(=O)NC(=O)Nc2c(C)cc(C)nc2C)c1
 : i | i
> CCOc1ccc(-c2nc(C#N)c(NCc3ccco3)o2)cc1
 : i | i

Source: PubChem BioAssay (Johns Hopkins Ion Channel Center)
